Source: PubChem
UPR CHOP act: activators of apoptotic CHOP UPR arm, primary screen, cell-based, CHO-CHOP luciferase reporter, luminescence, uHTS; activation, % at 10 µM; AID 449763, 2010; hit rate 0.34% among 330,000; UPR activation; percent of tunicamycin response over DMSO baseline;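 active means at 10 µM dose, activation of 40% or more, normalized to positive control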;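 further: 100% = tunicamycin at 10 µg/mL and 0% = DMSO alone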
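Assay system: CHO-CHOP cells, stable luciferase reporter of PERK-eIF2a-CHOP signalling / Buffer or medium: F12 plus 10% serum / Compound dosing: one dose, 10 µM in 0.5% DMSO / Times: 6 h compound treatment, 37 °C / Technique: luciferase luminescence / Read-out: % reporter activation, DMSO baseline versus tunicamycin full activation / Benchmarks: tunicamycin and DMSO controls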
TIM10 inh: growth inhibitors of isogenic TIM10 control yeast, primary screen, counter-screen for tim10-1 yeast inhibitor project, luminescence, uHTS. S. cerevisiae TIM10 strain growth, BacTiter-Glo luminescence, 24 h. inhibition, % at 10 µM. hit rate 1.4% among 330,000;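 active means inhibition of 40% or more at the single tested concentration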;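 further: wild-type TIM10 isogenic control strain grown at permissive 25 °C; 0% = DMSO yeast wells and 100% = minimal medium wells without yeast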
GRIN3A LBD mod: binders of NR3A ligand-binding domain, primary screen, biophysical, differential scanning fluorimetry, uHTS | hit rate 2.5% among 340,000 | Tm shift relative to glycine control, % at 25 µM | Glutamate receptor ionotropic, NMDA 3A (GRIN3A) ligand-binding domain | NR3A LBD differential scanning fluorimetry, Tm shift; 0% = protein alone, 100% = glycine-bound protein;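 active means melting temperature shift of at least 10% of the positive control shift, at one fixed dose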
XBP1 UPR activ: activators of adaptive XBP1 UPR arm, primary screen, cell-based, CHO-XBP1 luciferase reporter, luminescence, uHTS | IRE1-XBP1 UPR activation; percent of tunicamycin response, DMSO as zero | hit rate 0.33% among 330,000 | AID 463104, 2010 | activation, % at 20 µM;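 active means versus positive control, 20 µM dose yields 30% or more activation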;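 further: 100% = tunicamycin at 10 µg/mL and 0% = DMSO only wells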
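Test system: CHO-XBP1 luciferase reporter cells | Buffer or medium: Serum-containing F12 medium, 10% FBS | Schedule: 6 h compound exposure at 37 °C, 5% CO2 | Detection: Steady-Glo luciferase glow luminescence, 10 min after reagent addition | Read-out basis: Activation, % of tunicamycin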
NLRP3 yeast inh: NALP3 inflammasome inhibitors in reconstituted yeast, primary screen, luminescence, uHTS. hit rate 0.39% among 330,000. Yeast reconstituted NLRP3/ASC/caspase-1, beta-gal luminescence, 24 h. AID 2825, 2010. inhibition, % at 10 µM;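 active means inhibition of 50% or more; inactive means inhibition below 50%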;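 further: plate controls were induced DMSO wells for no effect and uninduced yeast grown without galactose for full effect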
tim23-1 inh: growth inhibitors of tim23-1 mutant yeast, primary screen, luminescence, uHTS. S. cerevisiae tim23-1 growth, BacTiter-Glo luminescence, 24 h. inhibition, % at 20 µM. hit rate 1.3% among 330,000;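 active means growth inhibition of the mutant yeast at or above 50%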;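 further: temperature-sensitive mutant grown at 25 °C; plate controls were DMSO-treated mutant yeast for no effect and medium wells lacking yeast for full effect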
tim10-1 inh: growth inhibitors of tim10-1 mutant yeast, primary screen, luminescence, uHTS; S. cerevisiae tim10-1 ts strain growth, BacTiter-Glo, 24 h; inhibition, % at 20 µM; hit rate 2.2% among 330,000; AID 463190, 2010;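 active means inhibition of at least 40%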;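 further: mutant grown at 25 °C; 0% = DMSO wells with yeast and 100% = wells holding no yeast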
Mdm2-MdmX inh: inhibitors of human Mdm2-MdmX association, primary screen, cell-based, luminescence, split luciferase, SaOS-2, uHTS; AID 485346, 2010; inhibition, % at 8 µM; Protein Mdm4 (Homo sapiens) + E3 ubiquitin-protein ligase Mdm2 (Homo sapiens), …; SaOS-2 split-luciferase Mdm2/MdmX complementation; hit rate 3% among 330,000;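 active means inhibition of at least 50% at 8 µM in the primary screen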
Target sequence (O15151 whole entry, looked up): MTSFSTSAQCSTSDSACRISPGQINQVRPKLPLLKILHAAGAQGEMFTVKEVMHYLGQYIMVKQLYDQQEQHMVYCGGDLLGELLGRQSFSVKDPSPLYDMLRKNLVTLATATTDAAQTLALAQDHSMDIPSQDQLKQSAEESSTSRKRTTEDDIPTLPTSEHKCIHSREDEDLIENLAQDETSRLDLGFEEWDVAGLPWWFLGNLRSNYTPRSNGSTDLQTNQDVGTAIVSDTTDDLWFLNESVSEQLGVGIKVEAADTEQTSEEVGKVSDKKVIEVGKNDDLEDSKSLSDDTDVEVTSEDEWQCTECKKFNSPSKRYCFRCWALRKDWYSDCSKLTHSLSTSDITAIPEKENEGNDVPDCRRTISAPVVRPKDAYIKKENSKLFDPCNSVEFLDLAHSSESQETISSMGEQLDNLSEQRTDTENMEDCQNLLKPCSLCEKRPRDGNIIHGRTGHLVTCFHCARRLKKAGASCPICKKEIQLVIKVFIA
Target sequence (Q00987 whole entry, looked up): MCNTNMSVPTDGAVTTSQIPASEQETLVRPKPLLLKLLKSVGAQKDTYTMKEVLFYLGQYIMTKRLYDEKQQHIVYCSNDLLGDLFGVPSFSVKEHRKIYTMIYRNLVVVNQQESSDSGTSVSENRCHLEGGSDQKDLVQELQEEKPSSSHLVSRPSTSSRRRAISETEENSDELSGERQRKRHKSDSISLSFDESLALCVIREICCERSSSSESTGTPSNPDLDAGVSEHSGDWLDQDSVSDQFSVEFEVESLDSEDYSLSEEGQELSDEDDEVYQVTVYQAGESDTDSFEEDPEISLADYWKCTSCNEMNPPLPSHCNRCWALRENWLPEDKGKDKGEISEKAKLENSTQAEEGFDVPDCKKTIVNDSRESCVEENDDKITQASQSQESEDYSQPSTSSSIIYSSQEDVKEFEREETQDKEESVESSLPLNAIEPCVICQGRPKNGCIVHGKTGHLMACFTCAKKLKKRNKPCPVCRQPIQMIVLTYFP
APJ agonist: agonists of human apelin receptor APJ, primary screen, CHO-K1 cells, PathHunter beta-arrestin, luminescence; hit rate 0.11% among 330,000; 0% DMSO wells, 100% apelin; AID 2520, 2010; activation, % at 20 µM;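 active means activation more than six SD over the plate average, tested at 20 µM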;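 further: 0% = DMSO alone and 100% = apelin-13 at 10 nM; some results filed as inactive read as strong as hits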
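Test system – PathHunter CHO-K1 APJ (AGTRL-1) beta-arrestin reporter cells · Input – 1000 cells/well · Compound – single test compound dose, 20 µM final, 1% DMSO · Times – compound stimulation 90 min at 25 °C, detection 60 min · Technique – beta-gal luminescence · Read-out basis – APJ–arrestin association signal · Control set – negative DMSO alone, positive Apelin-13 at 10 nM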
Starred values were filed as active, the others as inactive.

SMILES	UPR CHOP act	TIM10 inh	GRIN3A LBD mod	XBP1 UPR activ	NLRP3 yeast inh	tim23-1 inh	tim10-1 inh	Mdm2-MdmX inh	APJ agonist
COc1ccc(S(=O)(=O)NCC2(N3CCOCC3)CCCCC2)cc1OC	-0.2	-1	-1	3	24	1	6	3	2
CCn1c2ccccc2c2cc(N=C3SC(CC(=O)Nc4ccccc4)C(=O)N3C)ccc21 (stereo not drawn)	4.2	-2	-1	-2	-15	-23	12	26	-2
CC1CC=C(c2ccccc2)C(=S)N1 (stereo not drawn)	-1.6	21	-1	-2	23	38	19	23	-1
COc1ccccc1C(=O)Nc1ccnn1C1CCN(C(=O)c2ccoc2C)CC1	2.8	-14	-2	-3	16	8	-7	5	6
COc1cccc(N2CC(C(=O)Oc3ccc4ccccc4c3)CC2=O)c1 (stereo not drawn)	-0.8	-13	0	3	20	4	26	-2	2
C/C=C(/C)C(=O)O[C@@H]1c2cc3c(c(OC)c2-c2c(cc(OC)c(OC)c2OC)[C@@H](OC(C)=O)[C@@H](C)[C@H]1C)OCO3	1.9	4	0	-1	22	16	13	-3	-4
COc1ccc(CCNC(=O)CC2SC(=NCCC(C)C)NC2=O)cc1OC (stereo not drawn)	-0.1	6	-3	0	3	7	3	-6	-2
O=C(NC(=S)NCCN1CCOCC1)c1ccc(F)cc1	2.0	-4	-2	2	-11	-15	6	9	-2
COc1ccc([C@@H]2[C@@H]3C(=O)N(C(C)(C)C)C(=O)[C@@H]3[C@]3(Cc4ccccc4)C(=O)N(c4ccc(Br)cc4)C(=O)N23)cc1	3.7	5	1	-1	5	17	7	63*	-1
Cc1cc(C)n(-c2c(F)c(F)c(COC(=O)c3ccccc3)c(F)c2F)n1	-0.5	-71	2	-6	21	18	-3	13	-2
Cc1ccc(-c2c[n+](=O)c3c(n2[O-])CCC3)cc1	0.3	-9	1	1	-1	1	-3	2	2
C[C@H]1CN=C(N(C)C)N1CCC1CCCCC1	-1.1	-2	4	-6	12	11	7	35	-2
O=C(Cn1c(=O)n(Cc2ccco2)c(=O)c2cc(Cl)ccc21)NCC1CCCO1 (stereo not drawn)	-0.8	-23	0	-3	9	-22	-22	5	-4
CCCn1c(N)c(N(CCOC)C(=O)c2cccc(S(=O)(=O)N3CCCc4ccccc43)c2)c(=O)[nH]c1=O	1.6	11	1	2	11	9	4	12	-1
CCN(CC)C(=O)CNC(=O)Cc1ccc(Cl)cc1	0.9	-2	0	-1	19	4	5	13	-2
COCCCNC(=O)CCn1c(=O)c2ccccc2n(CC(=O)Nc2c(C)cccc2C)c1=O	0.4	-4	3	-4	-2	-3	-13	5	2
CC1CCN(C(=S)SCc2nc(N)nc(Nc3ccccc3)n2)CC1	1.2	43*	-2	2	21	42	41*	-9	7
CCCc1nc2ccc(NC(C)=O)cc2c(=O)n1Cc1ccccc1Cl	4.7	-2	-1	0	19	38	-7	-14	-2
CC(C)Cc1cc(CN2CCC(CO)(Cc3ccccc3)CC2)[nH]n1	0.0	-17	-1	-2	8	5	-3	22	-4
COC(=O)c1c(-c2ccccc2)nn(-c2ccccc2)c1C(=O)OC	0.1	16	0	-3	13	42	25	8	-1
O=C(CN1C(=O)c2ccccc2S1(=O)=O)Nc1ccc(S(=O)(=O)Nc2ncccn2)cc1	-1.6	-1	-1	-2	-6	0	14	-5	-3
O=C1COc2ccc(S(=O)(=O)N3CCCC3)cc2N1	-0.5	6	0	1	0	4	-6	10	-1
Cc1ccc(OCCNC(=O)CCNS(=O)(=O)c2ccc(C)cc2)cc1	-0.7	1	-3	2	-4	-10	-8	6	-6
CO/N=C(/c1nonc1N)N1CCN(c2ccc([N+](=O)[O-])cc2)CC1	-0.4	-5	-8	-4	5	7	10	-8	-3
CC(C)(C)n1ncc2c(=O)n(Cc3ccc(Cl)cc3)cnc21	-4.7	10	-1	-9	20	37	1	14	-3

Part of the list above, with values under each structure:
Fields: UPR CHOP act, TIM10 inh, GRIN3A LBD mod, XBP1 UPR activ, NLRP3 yeast inh, tim23-1 inh, tim10-1 inh, Mdm2-MdmX inh, APJ agonist
Cc1ccc(-c2c[n+](=O)c3c(n2[O-])CCC3)cc1
→ 0.3, -9, 1, 1, -1, 1, -3, 2, 2
C[C@H]1CN=C(N(C)C)N1CCC1CCCCC1
→ -1.1, -2, 4, -6, 12, 11, 7, 35, -2
O=C(Cn1c(=O)n(Cc2ccco2)c(=O)c2cc(Cl)ccc21)NCC1CCCO1 (stereo not drawn)
→ -0.8, -23, 0, -3, 9, -22, -22, 5, -4
CCCn1c(N)c(N(CCOC)C(=O)c2cccc(S(=O)(=O)N3CCCc4ccccc43)c2)c(=O)[nH]c1=O
→ 1.6, 11, 1, 2, 11, 9, 4, 12, -1
CCN(CC)C(=O)CNC(=O)Cc1ccc(Cl)cc1
→ 0.9, -2, 0, -1, 19, 4, 5, 13, -2
COCCCNC(=O)CCn1c(=O)c2ccccc2n(CC(=O)Nc2c(C)cccc2C)c1=O
→ 0.4, -4, 3, -4, -2, -3, -13, 5, 2
CC1CCN(C(=S)SCc2nc(N)nc(Nc3ccccc3)n2)CC1
→ 1.2, 43*, -2, 2, 21, 42, 41*, -9, 7

New compounds follow:
SMILES	UPR CHOP act	TIM10 inh	GRIN3A LBD mod	XBP1 UPR activ	NLRP3 yeast inh	tim23-1 inh	tim10-1 inh	Mdm2-MdmX inh	APJ agonist
O=C(CN1C(=O)c2cccnc2Oc2ccc(Cl)cc21)NC1CCCCCC1	-0.8	-3	-2	-1	5	26	15	19	-5
CCN(CC(=O)Nc1ccccc1C(F)(F)F)C(=O)CCc1ccccc1	-0.6	19	-2	-1	10	14	13	15	-2
Cc1ccc(NC(=O)C2COc3ccccc3O2)cc1S(=O)(=O)N1CCOCC1 (stereo not drawn)	0.2	8	-2	4	7	23	27	16	-1
Cc1c(N)cccc1-n1cnnn1	-0.5	7	-1	-2	1	3	8	-5	-5
COC(=O)c1cc(NC(=O)c2ccco2)ccc1N1CCOCC1	-0.5	9	0	-1	12	0	-2	16	1
O=C(CN(C(=O)c1csnn1)c1ccc(F)cc1)NCc1ccc(F)cc1	3.0	0	-3	-3	20	9	11	-7	-2
COc1ccc(C2=NNC(c3cccnc3)=Nc3ccccc32)cc1	0.1	15	0	-4	6	2	23	12	1
CCOC(=O)CN1NC2(CCC(C(C)(C)C)CC2)NC1=S (stereo not drawn)	1.5	12	2	-2	7	5	37	-15	6
CCOC(=O)c1sc(NC(=O)CSc2ncn(-c3ccccc3)n2)nc1C	3.0	11	-3	0	23	9	16	19	-3
Cn1c(=O)oc2cc(S(=O)(=O)N3CCN(c4ccc(F)cc4)CC3)ccc21	0.7	-28	-1	-3	-2	-11	-9	9	-2
O=C(CCCC(=O)N(CC(=O)NC1CCCC1)Cc1ccc(F)cc1)Nc1ccccn1	-3.0	2	0	1	8	21	6	1	-1
CCCCOc1cccc(C(=O)Nc2ccc(N3CCN(CC)CC3)cc2)c1	0.2	2	1	0	27	2	11	25	4
COc1ccc2c(c1)c(C(O)CN1CCC(Cc3ccccc3)CC1)c(C)n2C (stereo not drawn)	1.6	3	9	-2	17	13	17	44	-4
N#Cc1ccc(S(=O)(=O)NC2CCCCNC2=O)cc1 (stereo not drawn)	-1.4	11	0	-1	17	-1	-11	32	-3
CCOc1ccccc1C(=O)Nc1ccc(S(=O)(=O)N2CCOCC2)cc1	0.7	24	1	-3	1	33	24	10	-4
CCC1Nc2ncnc(N3CCOCC3)c2N(Cc2ccccc2)C1=O (stereo not drawn)	1.3	-1	2	2	16	7	-10	17	-4
Cc1ccc(NC(=O)C2CCN(S(=O)(=O)c3ccc4c(c3)CCCC(=O)N4)CC2)cc1N(C)C	0.5	-9	-5	-4	7	2	19	20	3
Cc1cc(Cl)c2oc(C(=O)N3CCCCC3CCN3CCCC3=O)c(C)c2c1 (stereo not drawn)	2.4	17	2	-5	21	33	35	25	3
